CIT2 TOR yeast – yeast TOR pathway CIT2-GFP modulation; S. cerevisiae CIT2-GFP strain, flow cytometry, 3 h; 100 means same as DMSO wells; GFP response vs DMSO, % at 10 µM; actives 0.065% (n = 320,000);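 active means GFP response relative to DMSO above a set limit, near the screen mean plus 3 SD, cut at about 150% in these data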;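 further: ratio of well median GFP fluorescence to mean of DMSO wells on the plate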
MCL1 BIM primary – disrupts human MCL1 binding to BIM-BH3 peptide. GST-MCL1 / FITC-Bim-BH3 fluorescence polarization. inhibition, % at 10.9 µM. actives 0.68% (n = 320,000). AID 2057;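 active means inhibition above the mean inhibition of all tested compounds plus 3 SD, set per campaign, cut at about 40% in these data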;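 further: 0% = DMSO wells and 100% = unlabeled Bim-BH3 peptide control; higher means more loss of mP so more displacement of Bim peptide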
Target sequence (Q07820 whole entry, looked up): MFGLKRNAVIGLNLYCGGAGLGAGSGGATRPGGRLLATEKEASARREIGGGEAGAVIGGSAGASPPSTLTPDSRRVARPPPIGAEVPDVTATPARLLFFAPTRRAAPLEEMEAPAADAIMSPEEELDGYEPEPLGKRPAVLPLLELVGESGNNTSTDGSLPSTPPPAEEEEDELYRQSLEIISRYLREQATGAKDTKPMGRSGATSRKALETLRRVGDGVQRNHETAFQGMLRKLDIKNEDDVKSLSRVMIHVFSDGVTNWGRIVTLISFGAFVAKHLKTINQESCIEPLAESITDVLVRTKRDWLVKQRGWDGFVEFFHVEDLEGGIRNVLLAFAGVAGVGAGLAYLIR
GLD-1 TGE inh – GLD-1-TGE RNA interaction inhibition (C. elegans); purified GLD-1 + fluorescein TGE RNA, fluorescence polarization; inhibition, % at 5.96 µM; actives 0.44% (n = 320,000);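 active means percent inhibition above a per-plate cutoff, the plate mean of test compounds plus 3 SD, cut at about 30% in these data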;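 further: 0% = DMSO wells with GLD-1 and probe and 100% = wells lacking GLD-1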
Target sequence (Q17339 whole entry, looked up): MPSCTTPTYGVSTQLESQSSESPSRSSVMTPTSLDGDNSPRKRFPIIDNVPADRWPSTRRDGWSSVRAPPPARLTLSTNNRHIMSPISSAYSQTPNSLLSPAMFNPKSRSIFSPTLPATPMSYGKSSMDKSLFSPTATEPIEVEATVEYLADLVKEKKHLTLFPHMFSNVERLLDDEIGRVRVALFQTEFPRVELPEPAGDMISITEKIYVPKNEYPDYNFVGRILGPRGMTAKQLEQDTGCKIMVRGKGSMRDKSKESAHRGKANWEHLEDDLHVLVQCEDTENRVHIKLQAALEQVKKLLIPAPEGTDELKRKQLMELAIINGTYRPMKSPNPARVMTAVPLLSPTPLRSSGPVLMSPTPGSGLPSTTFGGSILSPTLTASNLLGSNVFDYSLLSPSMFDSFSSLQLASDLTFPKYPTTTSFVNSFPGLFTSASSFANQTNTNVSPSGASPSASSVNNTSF
MEX-5 binding – C. elegans MEX-5 TCR-2 RNA binding activity | actives 0.38% (n = 300,000) | activity score (negative = inhibition of binding), % at 10 µM | Q9XUB2 | MEX-5/FITC-TCR2 RNA binding, fluorescence polarization; active compounds read low;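 active means inhibition past about -25% in most replicates, and total fluorescence under double the plate's negative control median, limit read from the data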;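 further: 0% = DMSO and -100% = 5 µM competing unlabeled TCR2 RNA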
VLA-4 inh – inhibition in a human VLA-4 binding assay. P13612. VLA-4 expressing cells, ligand binding flow cytometry. inhibition, % (about 7 µM as worked out from the volumes in the protocol). actives 0.2% (n = 330,000). AID 2557; in the data active means inhibition above about 50%
GRK2 inh – blocks RNA aptamer binding to human GRK2; P25098; bead flow cytometry, FAM-aptamer displacement from GRK2; inhibition of aptamer binding, % at 10 µM; actives 0.59% (n = 330,000); AID 488847;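 active means inhibition of aptamer binding above 40%, roughly 3 SD of noise, on plates passing a quality check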;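 further: median bead fluorescence of bound FAM aptamer so fluorescent compounds give negative values; no value below 0 was filed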
AGP1-GFP MLPCN – modulators of TOR pathway AGP1-GFP in S. cerevisiae | S. cerevisiae AGP1-GFP multiplex flow cytometry, 3 h; GFP as percent of DMSO wells | GFP response vs DMSO, % at 10 µM | actives 0.02% (n = 320,000) | AID 2066;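 active means GFP response relative to DMSO above a set limit, near screen average plus 3 SD, cut at about 150% in these data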;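 further: median GFP channel fluorescence of the gated AGP1 strain per well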
Bcl-xL primary – Bcl-xL (human) inhibition; inhibition, % at 10.9 µM; actives 0.7% (n = 320,000); GST-Bcl-xL / FITC-Bim BH3 peptide fluorescence polarization;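 active means inhibition above the mean of all tested compounds plus 3 SD, cutoff set per campaign, cut at about 30% in these data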;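 further: 0% = DMSO wells and 100% = unlabeled Bim-BH3 peptide competitor; inhibitors lower millipolarization by displacing the labeled peptide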
Yeast superoxide – lowers age-related superoxide in aged yeast cells; S. cerevisiae aged cells, superoxide DHE fluorescence; active compounds read low; superoxide response (% of plate mean), % at 10 µM; actives 0.18% (n = 330,000); AID 2690;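 active means superoxide response under a set limit, about three screen SD below normal, cut at about 65% in these data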;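 further: yeast aged for seven days with compound at 30 °C before DHE staining; 100% = average MFI of all compound-treated wells on the plate with controls excluded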
Numbers without * were called inactive; x = no result given.

SMILES	CIT2 TOR yeast	MCL1 BIM primary	GLD-1 TGE inh	MEX-5 binding	VLA-4 inh	GRK2 inh	AGP1-GFP MLPCN	Bcl-xL primary	Yeast superoxide
COc1ccc(N=c2oc3ccccc3cc2C(=O)Nc2ccccn2)cc1OC	105	10	-2	-0.1	-1	72*	93	-1	102
CCN(CC)S(=O)(=O)c1ccc(O)c(NC(=O)CN2CCc3ccccc3C2)c1	101	0	0	2.5	6	2	96	0	107
O=C(Nc1ccccc1-c1nnc(SCc2ccc(Cl)cc2)o1)c1ccccc1	104	-4	-3	-1.1	-2	4	100	-2	105
CC(=O)NCC(=O)OCC(=O)Nc1nc(-c2ccccc2)cs1	96	-5	-6	-0.1	17	2	93	3	93
O=C(Nc1cccc(Cl)c1N1CCOCC1)c1cc([N+](=O)[O-])ccc1N1CCOCC1	94	-3	-5	0.1	-1	0	103	3	113
CC(C)c1ccc(S(=O)(=O)Nc2ccc(SC(F)F)cc2)cc1	89	3	9	-2.6	-4	1	97	2	98
O=C(C[C@H]1C/C=C\CC[C@H](Cc2ccc(F)cc2)C(=O)O[C@@H](c2ccccc2)CNC1=O)N[C@@H](CO)Cc1ccccc1	85	x	3	x	8	14	97	x	83
Cc1ccc(N2CC(C(=O)Nc3nnc(SCCN4CCOCC4)s3)CC2=O)cc1C (centres undefined)	98	2	10	-2.0	0	0	97	-2	84
OCc1ccccc1OCCCOc1cccc2cccnc12	84	2	4	-2.1	11	0	89	1	99
CC(CCC(=O)O)(c1ccc(O)cc1)c1ccc(O)cc1	86	-2	4	x	13	0	96	1	123
Cc1ccc(S(=O)(=O)N(C)C)cc1NC(=O)COC(=O)CC1CCCC1	98	0	-6	-0.1	5	1	113	-4	94
N#CCSc1nnc(Cc2ccc3c(c2)OCO3)o1	104	4	-1	-1.6	-5	2	107	2	81
O=C(COc1ccccc1-c1ccccc1)c1ccccc1	92	-12	1	-0.2	-12	0	102	-5	96
CCOC(=O)C1=C(C)N(C)C(=O)NC1c1cc2c(cc1[N+](=O)[O-])OCO2 (centres undefined)	95	18	-1	-6.7	13	7	98	23	85
CC(=O)c1cccc(N(CC(=O)Nc2ccc(S(=O)(=O)N3CCCC3)cc2)S(C)(=O)=O)c1	98	2	-2	0.4	5	0	97	2	116
CC(C)Nc1nc(-c2ccccn2)nc(-c2ccccc2)c1C#N	101	7	4	-0.8	5	0	105	4	95
CCOC(=O)/C(C#N)=C1\C=CN(C)C(C)=N1	94	4	-4	-4.8	-5	0	98	2	108
Cc1nc(SCC(=O)NCCc2ccccc2)nc(C)c1C	107	3	0	-1.7	19	1	101	6	92
CCOC(=O)c1nc(C)n(-c2ccc([N+](=O)[O-])cc2)n1	90	-3	2	4.3	-4	0	96	0	104
COc1cccc(Nc2ncnc3onc(-c4ccccc4OC)c23)c1	73	2	2	0.7	7	1	90	4	96
CCCCC(C(=O)NC1CCCC1)N(C(=O)c1snc(C(N)=O)c1N)c1ccc(C)cc1 (centres undefined)	96	4	3	-1.4	7	0	94	1	93
CCCn1cnc2cc(NCc3cccs3)ccc21	96	4	1	-2.3	5	1	100	4	96
COc1ccc(-c2oc3ncn4nc(COc5ccccc5)nc4c3c2-c2ccc(OC)cc2)cc1	99	-4	-6	-1.3	-3	3	94	-1	94
Cc1nc(-c2ccc(C(F)(F)F)cc2)sc1C(=O)NN	103	-1	1	2.8	-11	5	113	4	129
COc1ccc(C2CC3(CC(C)(C)NC(=O)N3)Oc3cc(O)ccc32)cc1 (centres undefined)	105	5	3	0.4	6	0	99	6	90

More results:
SMILES	CIT2 TOR yeast	MCL1 BIM primary	GLD-1 TGE inh	MEX-5 binding	VLA-4 inh	GRK2 inh	AGP1-GFP MLPCN	Bcl-xL primary	Yeast superoxide
COc1ccc(-c2nnc(SCC(=O)O)n2C)cc1OC	89	-4	-7	-1.1	9	x	95	-7	85
COC(=O)c1ccccc1NC(=O)c1cnn2c(C)cc(C)nc12	110	13	6	1.9	4	1	104	4	90
CCN(CC)c1ccc(NC(=O)/C=C\c2ccccc2Cl)cc1	99	9	-8	-0.6	22	6	104	-3	102
COc1ccc(CC(=O)N(C)Cc2ccc(Cl)cc2)cc1S(=O)(=O)N1CCOCC1	93	-8	12	0.9	3	0	95	-3	111
Cc1cc(C(=O)NNC(=O)C(CCC(N)=O)NS(=O)(=O)c2ccc(Cl)cc2)c(C)o1 (centres undefined)	112	x	3	x	1	1	98	x	96
CSc1ccc(C2(O)Cc3cccc[n+]3C2c2ccccc2)cc1 (centres undefined)	105	-2	7	-0.8	5	0	91	-2	101
Cc1cc(NC(=O)CN2C(=O)N(C)C3(CCCCC3)C2=O)ccc1Br	96	-3	3	x	-6	0	100	3	82
O=C(NCc1ccccc1)[C@@H]1CSC2c3ccccc3C(=O)N21 (some centres undefined)	97	6	8	1.9	9	2	99	-6	98
Cc1ccc(NC(=O)N2CCC(O)(c3cccnc3)CC2)cc1	93	-4	-4	-1.9	12	2	91	-4	90
CC1C(=O)N2CCCc3cc(NS(=O)(=O)c4ccccc4)cc1c32 (centres undefined)	94	6	11	-3.0	18	0	89	11	101
COc1cc(/C=C/C(=O)c2ccc(O)cc2)ccc1OCC#N	98	1	6	-0.8	4	0	95	2	96
CCN(CC(=O)NC(=O)NCc1ccccc1)CC(=O)Nc1cc(Cl)ccc1C	110	10	0	x	4	2	99	7	102
CCCNC(=O)C(Cc1ccccc1F)NC(=O)c1ccc(C#N)cc1 (centres undefined)	98	-5	4	x	4	9	96	-2	100
O=C(Cc1nnc(NC(=O)Nc2ccc(F)cc2)s1)NCc1ccccc1	111	2	6	1.6	2	0	113	3	85
Cc1ccc(S(=O)(=O)c2c(N)n(Cc3ccco3)c3nc4ccccc4nc23)cc1	102	13	44*	2.7	-8	5	47	30	100
CCC(C(=O)NCC1CCCO1)N(C(=O)c1snc(C(N)=O)c1N)c1ccc(Cl)cc1 (centres undefined)	101	-4	-2	3.1	3	2	101	2	103
CC(C)=CCC/C(C)=C/C=N/NC(=O)c1cccc([N+](=O)[O-])c1	96	12	-3	0.6	-7	0	90	2	94
CC1CC(C)CN(C(=O)CCCn2c(=S)[nH]c3ccccc3c2=O)C1 (centres undefined)	105	-4	6	1.5	32	1	88	-2	98
Cc1nc(-c2ccncc2)sc1C(=O)Nc1ccc(Cl)cc1	99	-6	-3	4.1	-6	0	93	-1	91
Cc1ccc(NC(=O)C(c2ccccc2)c2ccccc2)c(O)c1	104	-1	1	-1.1	2	1	102	-4	104
N#Cc1ccsc1NC(=O)CN1CCN(Cc2ccccc2)CC1	93	3	4	3.0	23	0	98	9	91
Cc1cccc(C(=O)N2CC3(C)CC2CC(C)(C)C3)c1 (centres undefined)	99	-1	-3	-1.0	15	0	102	-1	104
CCOc1ccc(Br)cc1S(=O)(=O)Nc1ccc(C(=O)OCC(=O)N(C)c2ccccc2)cc1	104	8	2	0.2	3	2	102	4	103
Cc1nn(CC(=O)Nc2ccc(Br)cc2F)c(=O)c2cccn12	106	0	3	2.0	-1	0	109	3	83
Nc1ccn(CC(=O)NCCCc2ccccc2)c(=O)n1	103	5	9	x	7	0	98	0	95

One compound at a time (already shown). Screens in order: CIT2 TOR yeast	MCL1 BIM primary	GLD-1 TGE inh	MEX-5 binding	VLA-4 inh	GRK2 inh	AGP1-GFP MLPCN	Bcl-xL primary	Yeast superoxide
Results for COC(=O)c1ccccc1NC(=O)c1cnn2c(C)cc(C)nc12 = 110	13	6	1.9	4	1	104	4	90
Results for O=C(Cc1nnc(NC(=O)Nc2ccc(F)cc2)s1)NCc1ccccc1 = 111	2	6	1.6	2	0	113	3	85
Results for CCOC(=O)C1=C(C)N(C)C(=O)NC1c1cc2c(cc1[N+](=O)[O-])OCO2 (centres undefined) = 95	18	-1	-6.7	13	7	98	23	85

GLD-1 TGE inh: hit marks shown above
SMILES | CIT2 TOR yeast | MCL1 BIM primary | GLD-1 TGE inh | MEX-5 binding | VLA-4 inh | GRK2 inh | AGP1-GFP MLPCN | Bcl-xL primary
Cc1ccc(S(=O)(=O)c2c(N)n(Cc3ccco3)c3nc4ccccc4nc23)cc1 | 102 | 13 | 44* | 2.7 | -8 | 5 | 47 | 30

Structural class: those above containing a thiophene ring, fused or not (two)
SMILES	CIT2 TOR yeast	MCL1 BIM primary	GLD-1 TGE inh	MEX-5 binding	VLA-4 inh	GRK2 inh	AGP1-GFP MLPCN	Bcl-xL primary	Yeast superoxide
CCCn1cnc2cc(NCc3cccs3)ccc21	96	4	1	-2.3	5	1	100	4	96
N#Cc1ccsc1NC(=O)CN1CCN(Cc2ccccc2)CC1	93	3	4	3.0	23	0	98	9	91

Retrieved by compound from above, 2 records:
SMILES	CIT2 TOR yeast	MCL1 BIM primary	GLD-1 TGE inh	MEX-5 binding	VLA-4 inh	GRK2 inh	AGP1-GFP MLPCN	Bcl-xL primary	Yeast superoxide
Cc1nn(CC(=O)Nc2ccc(Br)cc2F)c(=O)c2cccn12	106	0	3	2.0	-1	0	109	3	83
Cc1cccc(C(=O)N2CC3(C)CC2CC(C)(C)C3)c1 (centres undefined)	99	-1	-3	-1.0	15	0	102	-1	104
